High-throughput results from PubChem.
GSIS activator: primary screen for activators of insulin secretion dependent on glucose, INS-1E cells, GLuc reporter luminescence; INS-1E GLuc reporter insulin secretion, 2-3 h; activation, % at 16.6 µM; 370,000 tested, 0.61% active; AID 743287;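 active = lowest replicate activation of at least 40%, so every replicate reaches that level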;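 also: 0% = median of neutral control wells and 100% = median of IBMX positive control wells; some compounds called inactive have numbers as strong as hits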
PGC1a acetyl inh: modulators of PGC1a acetylation; U2OS PGC1a acetylation, AlphaScreen anti-acetyl-lysine; with virally co-expressed GCN5 acetyltransferase; inhibition, % at 15.6 µM; 350,000 tested, 0.17% active; AID 651687;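 active = every replicate shows inhibition of at least 40%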;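 also: 0% = neutral control wells and 100% = positive control wells; some results beyond the cut were filed as inactive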
ARNT TACC3 PPI: disrupts binding between human ARNT and TACC3 | Q9Y6A5 | AlphaScreen His-ARNT PAS-B/GST-TACC3 binding, luminescence; TACC3 fragment carries E629A point mutation | inhibition, % at 9.99 µM | 390,000 tested, 0.66% active | AID 623870;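 active = mean inhibition of replicates at least 50% and at least half of replicates each reaching 50%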;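 also: 0% = complete ARNT plus TACC3 wells and 100% = ARNT alone without TACC3; many hits fall short of the cut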
Statin myotox sup: suppressors of simvastatin-induced myotoxicity in C2C12 myotubes; ATP luminescence, 48 h; scaled: DMSO 0, geranylgeraniol control 100; rescue of ATP level, % at 7.49 µM; 330,000 tested, 0.78% active; AID 602340;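 active = mean ATP rescue above about 67%, or every replicate alone reaching that limit, limit read from the data, passing the limit was not always enough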;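 also: myotubes were challenged with 10 µM simvastatin during compound exposure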
PglD inh: PglD (C. jejuni) enzyme inhibition. purified PglD enzyme, DTNB colorimetric CoA detection. inhibition, % at 12.5 µM. 360,000 tested, 0.098% active; in the data active = inhibition above about 16%, passing the limit was not always enough; also: strong numbers were not always called active
Cneo AK release: causes C. neoformans cell lysis; adenylate kinase release luminescence, 4 h; normalised: neutral wells 0, clomiphene wells 100; lysis activity, % at 15 µM; 360,000 tested, 0.2% active; AID 651654;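 active = mean lysis activity across replicates of at least 80%, whatever share of replicates individually reach that level; inactive = mean lysis activity below 80%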
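Test system: log-phase Cryptococcus neoformans yeast cells. Input: 5 × 10^6 yeast cells/mL. Medium: fresh YPD growth medium. Doses: single dose. Incubation: static 4 h at 37 °C with compound, 1 h detection. Measured by: luminescent adenylate kinase detection reagent. Read-out: signal increase indicating cell lysis. Benchmarks: Clomiphene.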
PAX8 reporter: PAX8 transcriptional activity inhibition | RMG-I TPO-luciferase reporter, SteadyGlo, 24 h | inhibition, % at 12.6 µM | 360,000 tested, 1.2% active;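 active = mean replicate inhibition at least 60% with every replicate also reaching 60%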;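 also: luciferase light reporting Pax8 driven TPO promoter activity; plate controls were median of neutral control wells for no effect and mitoxantrone controls for full effect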
LGR2 inh: Drosophila LGR2 receptor signaling inhibition | HEK293 LGR2, CRE-luciferase, bursicon-stimulated, 4 h | 380,000 tested, 0.35% active | inhibition, % at 9.99 µM;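 active = drop in luminescence signal, shown as inhibition above about 50% in the replicate tests, limit read from the data, passing the limit was not always enough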;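 also: agonist challenge used bursicon conditioned medium at about half maximal strength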
* marks the source's active call; other numbers are inactive results; · = not tested or not shown.

SMILES | PAX8 reporter | PglD inh | GSIS activator | ARNT TACC3 PPI | LGR2 inh | PGC1a acetyl inh | Cneo AK release | Statin myotox sup
COc1ccc(NC(=O)Nc2ccc3c(c2)[C@@H]2C[C@@H](CC(=O)N4CCN(C)CC4)O[C@@H](CO)[C@@H]2O3)cc1 | -11 | 0 | 8 | 4 | -2 | -2 | -9 | 6
CCOc1ccc(OCC)c(NC(=O)C2CCCN(S(=O)(=O)c3ccc(C)cc3)C2)c1 (stereo not drawn) | 13 | 1 | 13 | -4 | 7 | -16 | 1 | 3
O=C(C[C@@H]1CC[C@H]2[C@@H](COC[C@H](O)CN2Cc2cccc(F)c2)O1)NCc1ccncc1 | -20 | -2 | 9 | -1 | -4 | -3 | -2 | -1
NNc1nc(-c2ccccc2)nc(-c2ccccc2)c1Br | -5 | 5 | -21 | 2 | -11 | 7 | 0 | -10
CC(=O)NC(C)(c1ccccc1)c1nc(-c2cccc(C(F)(F)F)c2)cs1 (stereo not drawn) | 8 | 1 | -30 | · | -28 | -5 | -23 | 12
Cc1csc(NC(=O)CSc2nncc(=O)n2N)n1 | 4 | 0 | 5 | -3 | -8 | 1 | 0 | -1
O=C(CCC(=O)N1CCc2ccccc2C1)N1CCN(S(=O)(=O)c2ccccc2)CC1 | · | -3 | · | 3 | · | -5 | 1 | 5
O=C(NCC1CCCO1)/C(=C/c1ccccc1)NC(=O)c1ccccc1 (stereo not drawn) | 13 | -4 | -5 | 6 | -4 | 1 | 0 | 1
O=S(=O)(NC[C@H]1N[C@H](CO)[C@H]1c1ccccc1)c1ccccc1 | -5 | 2 | 2 | -8 | -6 | -7 | 0 | 0
Cc1ccc(NC(=O)CSC2=C(C#N)C(c3ccc4c(c3)OCO4)C3=C(CCCC3=O)N2)c(C)c1 (stereo not drawn) | · | -7 | · | -6 | · | · | -1 | -9
CO[C@@H]1CN(C)C(=O)c2cc(NC(=O)Cc3ccccc3)ccc2OC[C@H](C)N(CC2CC2)C[C@@H]1C | 0 | -3 | -7 | -9 | -2 | -1 | -4 | 12
COCCCn1c(-c2ccc(Cl)cc2)n[nH]c1=S | -2 | -3 | · | 22 | · | -1 | -6 | 5
O=C(C[C@H]1CC[C@@H]2[C@H](COC[C@H](O)CN2CC2CCOCC2)O1)N1CCOCC1 | -4 | 5 | 17 | -10 | -8 | -2 | 1 | -21
O=C(Nc1ccccc1C(=O)NC1CC1)c1ccc([N+](=O)[O-])o1 | 50 | -2 | -10 | -3 | 14 | · | 1 | 20
O=C(N[C@@H]1CC[C@@H](CCNC(=O)C2CCC2)O[C@H]1CO)c1ccccn1 | 9 | 9 | -10 | 1 | 6 | -7 | -2 | 0
O=C(CCN1CCOCC1)N1CCCC(Nc2cccc(F)c2)C1 (stereo not drawn) | 10 | 7 | 33 | -3 | 9 | 8 | 1 | -1
COc1cc(OC)c(-c2oc3ccccc3c(=O)c2O)c(OC)c1 | 16 | · | -18 | -6 | 6 | · | · | -8
Cc1noc(C)c1NC(=O)Nc1ccc2c(c1)C(=O)N([C@H](C)CO)C[C@H](C)[C@@H](CN(C)Cc1ccc3c(c1)OCO3)OCCCC[C@@H](C)O2 | -8 | -3 | -2 | 19 | -1 | -2 | 1 | ·
COc1cccc(N2CCN(S(=O)(=O)c3cn(C)cn3)CC2)c1 | 0 | -3 | 13 | -11 | 6 | 9 | 4 | 21
COCCCNC(=O)/C=C/c1ccc(Cl)cc1Cl | -59 | -2 | · | -8 | · | 4 | -3 | 7
COc1ccccc1/C=N/OCC(=O)NCc1ccc2c(c1)OCO2 | 14 | · | 16 | 28 | -4 | · | · | ·
C[C@H](CO)N1C[C@H](C)[C@H](CN(C)S(C)(=O)=O)Oc2ccc(NS(=O)(=O)c3cn(C)cn3)cc2C1=O | · | -2 | 7 | -6 | -15 | -7 | -3 | 42
O=C(N/N=C/c1ccc2c(c1)OCO2)c1sc2cc(Cl)ccc2c1Cl | 11 | · | -14 | -5 | -25 | · | · | ·
O=C(NCc1ccccn1)c1n[nH]c(=O)c2ccccc12 | -21 | -4 | 32 | 7 | -4 | 10 | 2 | ·
O=c1[nH]c(C2CCN(S(=O)(=O)c3ccc(C(F)(F)F)cc3)CC2)nc2c1nnn2Cc1ccc(F)cc1 | 28 | 3 | -6 | -8 | -9 | · | 7 | 8
CCCC(=O)N1CCCC(c2cc(C(=O)NCc3ccccc3)no2)C1 (stereo not drawn) | -40 | 3 | -4 | · | -9 | 6 | 2 | -1
CCOC(=O)C(NCc1ccc(F)cc1)(NC(=O)c1ccccc1)C(F)(F)F (stereo not drawn) | -12 | 0 | -10 | -7 | · | · | -1 | ·
N#CC1(c2ccccc2)CCC(NCCc2ccccc2)CC1 (stereo not drawn) | -17 | -5 | 6 | -4 | -5 | -7 | 1 | -1
Cc1nnc(NC(=O)CSc2nnc(Cc3ccccc3)n2Cc2ccccc2)s1 | · | -7 | · | -2 | · | 12 | 3 | -3
COC(c1ccccc1)c1nnc(CCC(=O)N(C)CCOc2ccccc2)o1 (stereo not drawn) | -45 | · | -3 | 3 | -22 | -1 | · | ·
C[C@H]1CN([C@@H](C)CO)C(=O)c2cccc(NC(=O)c3ccncc3)c2O[C@H]1CN(C)Cc1ccc(Cl)c(Cl)c1 | 15 | -1 | -2 | 2 | -23 | -7 | 2 | -24
CN(Cc1ccccn1)Cc1nc(COc2ccccc2)no1 | -19 | -2 | -3 | 0 | -7 | -8 | 0 | 7
O=C(Oc1cccc2c(OC(=O)N3CCOCC3)cccc12)N1CCOCC1 | · | 6 | · | 3 | · | -2 | -5 | 6
O=c1cc(CNCCCO)c2ccccc2[nH]1 | · | 6 | -10 | 0 | 1 | 1 | -4 | -6
CO[C@@H]1CN(C)C(=O)c2cc(NS(=O)(=O)CC(F)(F)F)ccc2OC[C@H](C)N(Cc2nccs2)C[C@@H]1C | · | -5 | 8 | · | -10 | 2 | -4 | -10
CCOC(=O)[C@H]1[C@H]2COc3cc(OC)ccc3[C@@H]2N2C(=O)CN(CCc3c[nH]c4ccccc34)C(=O)[C@@]12C | 43 | 0 | -16 | -8 | -5 | · | 1 | -2
O=C1CN(C(=O)COC(=O)CCc2ccccc2)c2ccccc2N1 | -15 | -2 | · | -6 | 8 | 10 | 0 | -2
C[C@H]1CN([C@@H](C)CO)C(=O)c2cccc(NS(C)(=O)=O)c2O[C@H]1CN(C)C(=O)Nc1cccc2ccccc12 | 3 | -3 | 18 | 16 | 14 | -6 | -1 | -8
COc1ccc(N2C(=O)c3ccccc3C2=O)cc1 | -7 | 3 | -3 | 16 | -20 | 8 | 0 | 0
COc1cc(NC(=O)Nn2cnnc2)cc(OC)c1OC | -21 | -1 | 14 | · | 0 | -9 | -2 | -82
CO[C@@H]1CN(C)C(=O)c2cc(NS(=O)(=O)c3ccc(C)cc3)ccc2OC[C@H](C)N(C)C[C@H]1C | · | -2 | 14 | 9 | -6 | -4 | 2 | -20
c1ccc(Cc2nnc(Sc3ccccc3)c3ccccc23)cc1 | · | 1 | 43 | 0 | -16 | 12 | -1 | 18
Nc1[nH]ncc1N=Nc1ccc(Cl)cc1 | -84 | · | · | 3 | · | -65 | 0 | -6
O=C(c1cc2cc(F)ccc2[nH]1)N1CCc2ccccc2C1 | -54 | -4 | 1 | -7 | -13 | 2 | -5 | 7
Nc1nc2nc(-c3cccs3)cc(C(F)(F)F)n2n1 | 0 | · | 22 | -12 | 3 | · | · | ·
Cc1ccn2c(=O)nc(SCC(=O)NCc3ccccc3Cl)nc2c1 | 3 | 3 | -7 | 2 | -4 | · | 3 | ·
Cc1noc(C)c1NC(=O)Nc1ccc2c(c1)C(=O)N([C@@H](C)CO)C[C@H](C)[C@H](CN(C)C(=O)C1CCCCC1)OCCCC[C@@H](C)O2 | 12 | 0 | 0 | -7 | -1 | 7 | -2 | ·
Cc1c([N+](=O)[O-])cc(C(=O)Nc2ccc(NC(=O)c3ccco3)cc2)cc1[N+](=O)[O-] | -6 | -2 | 10 | -1 | -1 | -35 | 1 | -34
CC(C)NC(=O)N(C)C[C@H]1Oc2ccc(NC(=O)Nc3ccccc3)cc2CC(=O)N([C@H](C)CO)C[C@H]1C | -26 | 4 | 18 | -1 | 6 | -9 | -1 | 3
O=C(Nc1ccc(-c2csc(Nc3ccccc3)n2)cc1)c1ccccc1 | -10 | -5 | -1 | -21 | -68 | -42 | -1 | ·
CO[C@H]1CN(C)C(=O)c2cc(NS(=O)(=O)c3ccccc3C)ccc2OC[C@@H](C)N(C)C[C@@H]1C | -5 | -5 | -3 | -3 | 1 | 1 | -3 | -16
Cn1c(=O)c2c(ncn2CC(O)CNc2ccc(Cl)cc2)n(C)c1=O (stereo not drawn) | 15 | 2 | · | -14 | · | 0 | 1 | 9
Cn1cccc1C1NC(=O)c2c(sc3c2CCC(C(C)(C)C)C3)N1 (stereo not drawn) | -19 | 2 | · | -4 | · | 15 | 1 | 0
O=C(Nc1cccc(F)c1)N1CCN(C/C=C/c2ccccc2)CC1 | 16 | 3 | · | 1 | · | 6 | 1 | ·
Cc1oc(-c2cc(F)ccc2F)nc1CN(C)Cc1ccc2nccnc2c1 | 13 | · | -10 | 1 | -6 | · | · | ·
